Compound activity from PubChem BioAssay.
MgcRacGAP inhibition – MgcRacGAP GTPase-activating activity inhibitors, confirmation, biochemical, ADP Hunter fluorescence; MgcRacGAP-stimulated Rac1 GTP hydrolysis, ADP Hunter fluorescence; higher % means a stronger effect; GST-tagged Rac1 F28L mutant substrate; inhibition, % at 30 µM, or IC50 in µM where a hit was titrated; 0.6% of 340,000 active; AID 624330;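 active = first-screen hits whose inhibition reached a set limit at any dose in the follow-up dose series; inconclusive = inhibition above the set first-screen limit but never retested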;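 also: fluorescence reports GDP produced by GAP-driven GTP hydrolysis; strong numbers were not always called active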
NTR1 ag – agonists of NTR1, primary screen, imaging, U2OS cells, beta-arrestin-GFP, high content (AID 493036) | NTR1-U2OS beta-arrestin-GFP spot imaging, agonist mode | activation, % at 20 µM | 0.17% of 330,000 active | P30989;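 active = activation at or above 40% of the spot to cytoplasm intensity ratio, with at least 20 cells analyzed; inconclusive = wells under 20 cells, flagged as cytotoxic or low count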;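 also: 0% = DMSO without peptide and 100% = 100 nM NTR1 peptide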
Target sequence (P30989 whole entry, looked up): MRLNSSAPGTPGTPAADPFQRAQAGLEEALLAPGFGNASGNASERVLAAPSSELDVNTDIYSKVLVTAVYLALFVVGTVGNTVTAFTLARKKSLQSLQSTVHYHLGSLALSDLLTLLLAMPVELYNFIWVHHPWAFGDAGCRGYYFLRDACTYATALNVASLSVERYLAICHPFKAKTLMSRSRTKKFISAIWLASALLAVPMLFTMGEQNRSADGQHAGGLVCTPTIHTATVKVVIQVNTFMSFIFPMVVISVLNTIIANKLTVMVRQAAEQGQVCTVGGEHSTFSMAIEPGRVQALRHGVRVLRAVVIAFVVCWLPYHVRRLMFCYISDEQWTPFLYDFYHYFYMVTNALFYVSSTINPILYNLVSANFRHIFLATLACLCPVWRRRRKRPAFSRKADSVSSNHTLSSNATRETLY
HIV peptide binding – inhibitors of HIV fusion peptide binding, primary screen, biochemical, uHTS, fluorescence dequenching (AID 1986); cell-free peptide binding, fluorescence dequenching, 30 min; higher % means a stronger effect; 0.3% of 290,000 active; inhibition, % at 20 µM; hits with a dose series show IC50 in µM; in the data active = inhibition mostly above about 52%, no sharp cut-off; inactive = mostly below about 76%; also: some results filed as inactive read as strong as hits
GPR35 arrestin U2OS – inhibition of zaprinast-stimulated GPR35 beta-arrestin translocation – imaging, U2OS, beta-arrestin-GFP, zaprinast agonist, primary screen (AID 2058); U2OS GPR35 beta-arrestin-GFP translocation imaging, zaprinast antagonism; higher % means a stronger effect; one-dose inhibition, % at 10 µM; IC50 in µM for titrated hits; 0.052% of 290,000 active;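 active = inhibition of at least 50% with at least 30 cells and total cytoplasm GFP at most 10,000,000; inconclusive = under 30 cells or total GFP of 10,000,000 plus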
Siah-1 displacement – Siah-1 peptide-binding antagonists, primary screen, biochemical, fluorescence polarization, rhodamine-plectin, uHTS (AID 1817); 0.02% of 290,000 active; displacement, % at 20 µM; hits with a dose series show IC50 in µM; Siah-1 / rhodamine-plectin peptide fluorescence polarization; higher % means a stronger effect;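 active = displacement of at least 50% at 20 µM, with a fluorescence ratio check between 0.3 and a set limit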;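 also: plate controls were Siah plus tracer with DMSO for no effect and tracer alone without Siah for full effect; strong numbers were not always called active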
LYP phosphatase – inhibitors of LYP phosphatase, biochemical, fluorescence intensity, uHTS (AID 1779). recombinant LYP phosphatase, fluorescence intensity; higher % means a stronger effect. one-dose inhibition, % at 11.5 µM; IC50 in µM for titrated hits. 0.054% of 290,000 active; in the data active = inhibition above about 50%;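 also: plate controls were vehicle with enzyme for no effect and no enzyme for full effect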
GPR55 LPI antagonism – GPR55 antagonists blocking LPI-driven arrestin recruitment, primary screen, imaging, U2OS, beta-arrestin-GFP, LPI agonist (AID 2013); U2OS GPR55 beta-arrestin-GFP translocation imaging, LPI antagonism; higher % means a stronger effect; one-dose inhibition, % at 10 µM; IC50 in µM for titrated hits; 0.13% of 290,000 active;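 active = spots per cell inhibited over 60%, with over 100 cells counted and total cytoplasm intensity under 500,000; inconclusive = wells with under 100 cells, flagged as likely toxic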;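 also: U2OS cells stably carrying GPR55 and arrestin-GFP stimulated by 5 µM LPI near EC80; imaged beta-arrestin-GFP aggregate spots per cell after agonist stimulation; plate controls were LPI-stimulated DMSO wells for no effect and DMSO wells without LPI for full effect; some results filed as inactive read as strong as hits; confirmed hits need IC50 under 10 µM and bright autofluorescent wells are also inconclusive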
Myeloid diff MLP – compounds promoting myeloid differentiation; ER-HoxA9 myeloid progenitors, lysozyme-GFP differentiation, flow cytometry; calls only at 10 µM; 1% of 360,000 active; AID 624256;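 active = normalized GFP-positive differentiation at or above the plate's own cutoff, the solvent-only control mean plus 3 SD; inconclusive = no clear call, values can overlap the other calls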;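 also: cells exposed to compound for four days before flow analysis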
PhoP inhibition – PhoP-dependent GFP reporter repression – Salmonella Typhimurium, primary screen (AID 1863); S. Typhimurium PhoP-regulated promoter GFP reporter, 4 h; higher % means a stronger effect; inhibition, % at 50 µM; hits with a dose series show IC50 in µM; 0.16% of 300,000 active;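 active = inhibition over 29.93%, a cutoff 3 SD above the screen mean, later confirmed by dose response; inconclusive = inhibition over 29.93% but no dose response follow-up; inactive = inhibition at most 29.93% or unconfirmed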;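 also: 0% = low Mg2+ inducing control and 100% = high Mg2+ repressing control; strong numbers were not always called active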
NTR1 ag cell count 20 µM – further read-out of NTR1 ag, marked with its call; cell count; measured here: cell count, cytotoxicity flag
Myeloid diff MLP GFP+ MAC1+ % – further read-out of Myeloid diff MLP, marked with its call; GFP+ MAC1+ double positive, %; measured here: differentiation confirmed by MAC1 staining
* = called active by the depositor; i = inactive; ? = inconclusive; nt = no result given; & = joins results of further samples. The order is random, and some 2.4% of all compounds hit somewhere here.

Values run as follows: LYP phosphatase, Myeloid diff MLP, MgcRacGAP inhibition, PhoP inhibition, HIV peptide binding, Myeloid diff MLP GFP+ MAC1+ %, GPR35 arrestin U2OS, GPR55 LPI antagonism, NTR1 ag, Siah-1 displacement, NTR1 ag cell count 20 µM
CCOc1ccccc1-c1nc(C(N)=O)c2[nH]c(=O)n(-c3cccc(C)c3)c2n1
→ 1%, i, 12%, -15%, -0.4%, 0.6, -4%, 12%, 1.3, 2%, 45
Cc1cc(=O)c2n(Cc3ccc(Cl)cc3)nc[n+]2[nH]1
→ -3%, i, 2%, -5%, 0.2%, 2.2, 2%, 4%, 3.5, 3%, 77
CC(C)CC(=O)N1CCC(O)(CS(=O)(=O)Cc2ccc(Cl)cc2)CC1
→ -1%, i, 7%, 0%, -1.2%, 0.8, -5%, 6%, -3.7, -2%, 98
O=C(CSc1nnc(NC(=O)c2c(F)cccc2F)s1)NC1CC1
→ -6%, i, 6%, -5%, 0.8%, 0.5, 0%, 3%, -0.3, 3%, 37
COc1ccc(NC(=O)[C@H](C)NC(=O)[C@@H]2Cc3ccccc3CN2C(=O)OC(C)(C)C)cc1
→ -8%, i, 9%, -4%, -1.1%, 0.8, -1%, 22%, 0.0, 14%, 67
COc1ccc(NC(=O)COC(=O)c2c(C)noc2C)c(OC)c1
→ -4%, i, 11%, 4%, -1.1%, 1.5, -20%, -1%, -1.2, -7%, 35
CN1C(=O)/C(=C/c2cccc([N+](=O)[O-])c2)C(=O)N1c1ccccc1
→ -4%, i, 19%, 3%, 28%, 0.5, 12%, -14%, 2.1, -1%, 58
COc1ccc(OC)c(NC(=O)NC2CCCc3ccccc32)c1 (configuration not stated)
→ -10%, i, -1%, -7%, 1.2%, 0.9, -6%, 8%, 1.4, 0%, 54
CCCCn1c(=O)[nH]c(=O)c2c1nc(-c1cc(Cl)c(OC)c(OC)c1)n2C
→ -6%, i, 5%, 4%, 1.1%, 0.5, 22%, 3%, 0.2, 1%, 63
CSc1ccc(-c2sc(Nc3cccc4ccccc34)n[n+]2-c2ccccc2)cc1
→ -4%, i, 2%, 5%, 1.9%, 1.1, -19%, 16%, 4.3, -2%, 96
COc1cc(CNCc2cccc(OC)c2OC)cc(OC)c1
→ -10%, i, 21%, -4%, 0.4%, 0.3, -7%, -6%, 0.5, 2%, 61
CC1CN(C(=O)Nc2ccc(Br)cc2Cl)CC(C)O1 (configuration not stated)
→ -6%, i, 14%, 12%, -1.7%, 0.5, 0%, 0%, -0.9, 4%, 42
CCOC(=O)c1ccc(NC(=O)CC2SC3=NCCN3C2=O)cc1 (configuration not stated)
→ -11%, i, 6%, -5%, -0.3%, 0.6, 2%, -3%, 0.9, 1%, 48
COc1ccc(S(=O)(=O)c2nnn(-c3cccc(Cl)c3)c2N)cc1
→ -9%, i, 9%, -6%, 1.4%, 0.5, -9%, 8%, 0.6, 2%, 81
CS(=O)(=O)N(CC(=O)N1CCN(c2cccc(Cl)c2)CC1)C1CCCCC1
→ -2%, i, 8%, -4%, -0.9%, 0.0, 3%, -4%, 0.3, -6%, 95
NC(=O)NC(=O)COC(=O)c1cccnc1Nc1ccccc1F
→ -6%, i, 4%, -9%, -1.4%, 0.6, 12%, 6%, -0.7, -5%, 71
CCOC(=O)C/C(C)=N/NC(=O)C1CC1(c1ccccc1)c1ccccc1 (configuration not stated)
→ -5%, i, 6%, 8%, 1.9%, 0.3, -17%, 6%, -0.2, -4%, 64
CCn1ccc(C(=O)NC2=NCCS2)n1
→ -6%, i, 8%, -9%, 0.5%, 0.6, -10%, 9%, 0.9, 7%, 59
Cn1c(=O)c2c(nc(SCC(=O)Nc3ccccc3)n2C)n(C)c1=O
→ 0%, i, 2%, -7%, 1.7%, 2.8, -11%, 14%, -3.9, 10%, 51
COC(=O)c1ccc(C(=O)OC)c(-n2c(=O)c3ccccc3c3ccccc3c2=O)c1
→ 2%, i, 15%, -16%, 1.9%, 0.6, -23%, 6%, 26, -5%, 45
Cc1cc(O)c2c(-c3ccccc3)cc(=O)oc2c1
→ -6%, i, 5%, -1%, -1.8%, 0.6, 4%, 7%, 3.0, 5%, 57
COc1cccc(-c2nnc(NC(=O)Cc3cccs3)s2)c1
→ -4%, i, 4%, -3%, 2.3%, 0.7, 5%, -2%, -0.3, -2%, 62
Cc1ccsc1C(=O)N(Cc1nnc(-c2ccccc2Cl)o1)C1CC1
→ nt, i, 3%, -4%, nt, 0.9, nt, nt, -0.5, nt, 70
CSc1ccc(S(=O)(=O)N2CCCC2)cc1
→ -4%, i, 6%, 0%, 1.3%, 1.1, 10%, -2%, -0.8, 2%, 36
CCC(C)c1ccccc1N=Cc1ccc2c(c1)OCO2 (configuration not stated)
→ -2%, i, 6%, 4%, -0.1%, 1.1, -8%, 0%, 0.0, -2%, 39
CS/C(=N\S(=O)(=O)c1cccs1)Nc1ccc(N2CCOCC2)cc1
→ -4%, i, 5%&8%, -7%, -1.3%, 2.0&0.4, 29%, 8%, -0.3, -3%, 59
CC1CCN(c2ccc(NC(=O)c3cccnc3Cl)cc2)CC1
→ -4%, i, 9%, 1%, -1.0%, 0.2, 16%, 19%, -1.1, -2%, 66
COc1ccc(N2C(=O)CC(NNc3ncc(Cl)cc3Cl)C2=O)cc1 (configuration not stated)
→ 4%, i, 3%, -1%, 4.3%, 0.4, 7%, 7%, 0.3, 8%, 54
Cc1ccc(NC(=O)C2CCCN(C(=O)c3ccc(Cl)cc3)C2)cc1 (configuration not stated)
→ 3%, i, 1%, 10%, -1.5%, 0.1, 14%, -6%, 0.6, 5%, 50
CN(C)S(=O)(=O)n1cnc(-c2ccccc2)c1-c1ccccc1
→ 0%, i, 10%, -11%, 1.1%, 0.6, 11%, 13%, 0.4, 4%, 69
O=C(Nc1ccccc1)c1ccc(=O)n(Cc2ccc(F)c(F)c2)c1
→ -10%, i, 3%, 1%, 1.5%, 0.1, 6%, 7%, -1.3, -3%, 51
Cc1ccc2nc(Cl)c3cc(C(=O)NCCCN4CCCC4)sc3c2c1
→ -13%, i, 16%, 4%, -0.1%, 0.1, 8%, -5%, -0.3, 2%, 84
Cc1ccc(C)c(N(C(=O)CNC(=O)c2ccco2)C(C(=O)NC2CCCC2)c2ccncc2)c1 (configuration not stated)
→ -7%, i, 7%, 8%, -1.2%, 1.2, -3%, 5%, 1.5, 0%, 56
Cn1cc(CN2CCCCC2C(=O)Nc2ccc(-n3cccn3)cc2)cn1 (configuration not stated)
→ -10%, i, 6%, -2%, 0.7%, 0.0, -7%, 8%, 0.1, 13%, 71
Cc1ccc(F)c(CNC(=O)C2CCC(=O)N(CCN3CCOCC3)C2)c1F (configuration not stated)
→ -8%, i, 8%, -1%, -1.0%, 0.0, 12%, 7%, 0.5, 1%, 57
Cc1ccc2nc(-c3ccncc3)[nH]c2c1
→ -9%, i, 8%, -4%, 2.3%, 0.6, 3%, 11%, 0.8, -2%, 53
CCCn1c(=O)c2ccccc2n2c(SC(C)C(N)=O)nnc12 (configuration not stated)
→ -8%, i, 8%, 4%, 0.3%, 0.6, -17%, 0%, 1.5, 2%, 48
FC(F)(F)Oc1ccc(-c2cn3cccnc3n2)cc1
→ -20%, i, 11%, 1%, -3.0%, 0.5, -10%, 16%, 3.1, -1%, 36
CCn1c2c(c3cc(Br)ccc31)CCC/C2=N\O
→ 1%, i, -3%, 0%, 0.8%, 2.2, 9%, 6%, 12, 2%, 44
NC(=O)Cn1c(=O)n(CCC(=O)NCCSCc2ccccc2)c(=O)c2ccccc21
→ -2%, i, 11%, 2%, -1.7%, 0.2, 19%, 4%, 1.7, 3%, 51
C=CCn1c(COc2ccc(Cl)cc2)nnc1SCC(=O)c1c(N)n(C)c(=O)n(C)c1=O
→ -9%, i, 5%, 4%, -1.8%, 0.2, 23%, -8%, -0.1, 7%, 39
CCN(CC)C(=O)Cn1cnc2sc(C(=O)N3CCN(Cc4ccc5c(c4)OCO5)CC3)c(C)c2c1=O
→ -4%, i, 5%, 3%, 1.9%, 0.2, -15%, 11%, 1.6, 4%, 42
CN1CCN(c2ccccc2NC(=O)C(Cc2ccccc2)n2cccc2)CC1 (configuration not stated)
→ 6%, i, -3%, 3%, 0.6%, 3.2, -3%, 4%, -0.3, 11%, 74
CC1CCCC2(C1)NC(=S)c1c(sc3c1CCCC3)N2 (configuration not stated)
→ 9%, i, 5%, -10%, 16%, 0.3, 15%, -8%, 2.0, -6%, 97
CC(C)=CC(=O)Nc1c(C)cc(C)cc1Cl
→ -7%, i, 10%, 9%, 0.7%, 0.2, -13%, 1%, 0.7, 3%, 73
O=C(COC(=O)c1ccncc1)c1ccc(Br)cc1
→ -4%, i, 10%, nt, 1.0%, 0.7, 15%, 4%, 0.0, 4%, 38
COc1cc2c(cc1OC)C(c1cccs1)N(C(=O)c1cccnc1)CC2 (configuration not stated)
→ 2%, ?, 0%, 6%, -1.2%, nt, -5%, -19%, -0.3, 0%, 46
COc1ccc(/C=N/Nc2cc(C)nc(-n3nc(C)cc3C)n2)c(OC)c1
→ -5%, i, 2%, 15%, 0.0%, 0.7, -2%, 13%, 14, -6%, 38
CC(=O)Nc1ccc(S(=O)(=O)/N=C2\C(=O)c3ccccc3C([O-])=C2n2cc[n+](-c3ccccn3)c2)cc1
→ -7%, i, -3%, 1%, 3.0%, 1.3, 2%, 10%, 2.0, 16%, 87
COc1cccc(NC(=O)CSc2nc3ncc(Br)cc3[nH]2)c1
→ 3%, i, 7%, -15%, 2.0%, 0.5, 0%, -8%, 2.1, 14%, 54
O=C1CC(N2CCN(C/C=C/c3ccccc3)CC2)C(=O)N1Cc1cccs1 (configuration not stated)
→ 0%, i, 11%, 5%, 2.2%, 1.1, -1%, 0%, 0.4, -1%, 65
